# Screening results from PubChem.
# West Nile antiviral = West Nile virus antiviral activity, cell-based, CPE readout (AID 1621); West Nile virus-infected cells, CPE inhibition; higher % means a stronger effect; CPE inhibition, % at 10 µM, or IC50 in µM where a hit was titrated; hit rate 0.02% among 290,000; in the data active = a potency from the dose series; inconclusive = CPE inhibition mostly from about 3.7% at the one dose, without a potency; inactive = the rest, 99 in 100 with CPE inhibition below about 2.2%; note: strong numbers were not always called active
# Myeloid diff MLP = induction of myeloid progenitor differentiation, primary screen, cell-based, flow cytometry, MLPCN library; AID 624256, 2012; ER-HoxA9 myeloid progenitors, lysozyme-GFP differentiation; hit rate 1% among 360,000; calls only at 10 µM;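 active = normalized GFP-positive differentiation at or above the plate's own cutoff, the solvent-only control mean plus 3 SD; inconclusive = no clear call, values can overlap the other calls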;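 note: cells exposed to compound for four days before flow analysis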
# RSV CPE inhibition = RSV antiviral activity via CPE protection, HEp-2 cells, primary 10 µM value included (AID 2391); HEp-2 cells, RSV-induced CPE inhibition; higher % means a stronger effect; hit rate 0.13% among 310,000; CPE inhibition, % at 10 µM, or IC50 in µM where a hit was titrated; in the data active = a potency from the dose series; inconclusive = CPE inhibition mostly from about 23% at the one dose, without a potency; inactive = the rest, 99 in 100 with CPE inhibition below about 21%; note: strong numbers were not always called active
# PhoP inhibition = inhibitors of PhoP regulon expression, primary screen, Salmonella Typhimurium, GFP reporter (AID 1863) | S. Typhimurium PhoP-regulated promoter GFP reporter, 4 h; higher % means a stronger effect | inhibition, % at 50 µM; hits with a dose series show IC50 in µM | hit rate 0.16% among 300,000;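 active = inhibition over 29.93%, a cutoff 3 SD above the screen mean, later confirmed by dose response; inconclusive = inhibition over 29.93% but no dose response follow-up; inactive = inhibition at most 29.93% or unconfirmed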;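 note: 0% = low Mg2+ inducing control and 100% = high Mg2+ repressing control; strong numbers were not always called active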
# T cell modulator = modulators of CD8 T cell-vesicle binding, primary screen, mouse 2C CD8+ T cells, flow cytometry. hit rate 0.068% among 330,000. 2C CD8+ T cell-vesicle binding; hits give low values. AID 2052, 2009. calls only at 7 µM;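 active = response, share of CD8 T cells binding vesicles, and their 90th percentile fluorescence all below set limits, cut at about 80% in these data, passing the limit was not always enough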
#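 System: murine 2C transgenic CD8+ T lymphocytes; also added: QL9-loaded Drosophila micro-vesicles; times: binding 1.5 h at 37 °C; measured by: flow cytometry, PE anti-B7-1 (FL2) versus Alexa647 anti-CD8 (FL8), PFA-fixed; control set: Peptide-free naked vesicles (low) and QL9 vesicles with 0.7% DMSO vehicle (high)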
# MgcRacGAP inhibition = MgcRacGAP GTPase-activating activity inhibitors, confirmation, biochemical, ADP Hunter fluorescence. Rac GTPase-activating protein 1 (Homo sapiens). MgcRacGAP-stimulated Rac1 GTP hydrolysis, ADP Hunter fluorescence; higher % means a stronger effect; GST-tagged Rac1 F28L mutant substrate. AID 624330, 2012. inhibition, % at 30 µM; hits with a dose series show IC50 in µM. hit rate 0.6% among 340,000;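 active = first-screen hits whose inhibition reached a set limit at any dose in the follow-up dose series; inconclusive = inhibition above the set first-screen limit but never retested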;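 note: fluorescence reports GDP produced by GAP-driven GTP hydrolysis; strong numbers were not always called active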
# bCat nuc transl = modulators of beta-catenin nuclear translocation, primary screen, imaging, HeLa cells, immunofluorescence, high-content; nuclear translocation activity, % at 5 µM; hit rate 0.3% among 190,000; AID 1665, 2009;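 active = nuclear translocation activity above 50% at 5 µM, with a well cell count of 50 or more; inconclusive = wells under 50 cells across six images, flagged as toxic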;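 note: per-cell ratio of nuclear to cytoplasmic median beta-catenin stain intensity; plate controls were DMSO negative control for no effect and GSK-3 inhibitor IX positive control for full effect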
#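 Technique: fluorescence imaging of beta-catenin antibody stain plus DAPI / Material: human HeLa cell line / Incubation: compound treatment 24 h, 37°C, 5% CO2 / Read-out basis: % activation of per-cell nuclear versus cytoplasmic median beta-catenin signal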
# SV40 large T antigen = SV40 large T antigen inhibitors, biochemical (AID 1903) | hit rate 0.39% among 310,000 | one-dose inhibition, % at 20 µM; IC50 in µM for titrated hits | SV40 large T antigen ATPase/helicase inhibition assay; higher % means a stronger effect; in the data active = a potency from the dose series; inconclusive = inhibition mostly from about 32% at the one dose, without a potency; inactive = the rest, 99 in 100 with inhibition below about 32%; note: strong numbers were not always called active
# WT yeast gro inh = growth inhibition of WT strain, primary screen, mitochondrial fusion inhibitor project, WT and mutant strains, chemical genetic; AID 1362, 2008; mitochondrial fusion phenotypic screen; hit rate 2.1% among 190,000; inhibition, % at 10 µM; in the data active = inhibition above about 58%; tested in S. cerevisiae
# WT yeast gro inh mutant strain = second read-out of WT yeast gro inh, no call of its own (marks repeat the call); inhibition, %; mitochondrial fusion phenotypic screen, mutant strain inhibition
# bCat nuc transl cell count 5 µM = recorded beside bCat nuc transl, whose call it bears; cell count; measured here: cell count, cytotoxicity flag
# T cell modulator vesicle-bound % = also measured in T cell modulator; calls as there; double positive events, %; measured here: CD8+ vesicle-bound cell fraction;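 binding gate set so that unloaded-vesicle control wells show 10% double positive cells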
# Myeloid diff MLP GFP+ MAC1+ % = also measured in Myeloid diff MLP; calls as there; GFP+ MAC1+ double positive, %; measured here: differentiation confirmed by MAC1 staining
# * hit, by the source's call; i = inactive; ? = inconclusive; · = not tested or not shown.
SMILES,West Nile antiviral,Myeloid diff MLP,Myeloid diff MLP GFP+ MAC1+ %,RSV CPE inhibition,PhoP inhibition,T cell modulator,T cell modulator vesicle-bound %,MgcRacGAP inhibition,bCat nuc transl,bCat nuc transl cell count 5 µM,SV40 large T antigen,WT yeast gro inh,WT yeast gro inh mutant strain
Cc1cccc(-c2n[nH]c(=S)n2/N=C/c2ccc(C)s2)c1,0.4%,i,0.4,5.3%,4%,i,25,3%,-0.2,1050,6%,4,1
CCOC(=O)c1sc2nc(SCC#N)n(CC3CCCO3)c(=O)c2c1C (stereo unspecified),0.4%,i,3.7,·,-13%,i,15,6%,·,·,4%,-3,-6
COc1ccc(N2Cc3ccccc3C2=O)cc1,-0.8%,i,0.3,-0.8%,6%,i,6,12%,·,·,2%,·,·
CCCN(CC(=O)Nc1ccc(C(N)=O)cc1)CC(=O)Nc1ccc(Cl)cc1Cl,-0.5%,i,0.2,1.9%,-2%,i,14,6%,0.1,1098,3%,2,13
CCCN1C2CCCC1CC(NC(=O)c1ccccc1F)C2 (stereo unspecified),-0.5%,i,1.5,0.8%,0%,i,5,3%,1.3,1083,5%,-5,10
O=C(Nc1ccc(Cl)cn1)c1cccc(F)c1,0.5%,?,·,0.7%,17%,i,24,8%,100*,444*,5%,13,-1
Cc1c(NC(=O)C23CC4CC(CC(C)(C4)C2)C3)c(=O)n(-c2ccccc2)n1C,-0.3%,i,1.2,1.0%,-3%,i,24,3%,1.3,1370,3%,6,-3
CN(C(=S)NC(=O)c1ccccc1Br)C1CCCCC1,0.6%,i,1.7,-1.7%,11%,i,7,12%,0.7,1245,-6%,16,3
O=C(COc1ccc(Cl)cc1)NNC(=O)c1cccnc1,0.4%,i,0.1,-0.3%,-12%,i,44,0%,-0.3,1565,20%,-6,-10
Cc1cc(OCC(=O)NCc2ccncc2)c2c(C)c(C)c(=O)oc2c1,-0.7%,i,1.2,1.1%,-8%,i,24,3%,·,·,10%,·,·
Cn1c(/C(C#N)=C/C2CC=CCC2)nc2ccccc21 (stereo unspecified),-0.3%,i,4.4,1.0%,15%,i,13,7%,1.5,919,5%,2,18
OCc1ncc(-c2ccccc2)s1,0.4%,i,0.3,4.9%,-4%,i,19,1%,-0.6,1308,-2%,·,·
COc1ccc(OCCn2cnc(Cl)c2Cl)cc1,0.1%,i,0.3,1.7%,-5%,i,40,8%,1.9,1434,·,·,·
Cc1ccc(NC(=O)COc2ccccc2C(=O)Nc2ccccc2)cc1Cl,-0.8%,i,0.3,2.7%,13%,i,17,0%,-0.2,1115,8%,16,0
COc1ccc(CC2(CO)CCN(CC3=CC[C@H]4C[C@@H]3C4(C)C)CC2)cc1,-1.7%,i,0.4,-1.0%,-2%,i,52,17%,-0.2,1035,30%,-3,7
COc1ccc(-c2nc(/C=C3\C(C)=Nc4ccccc43)c(O)o2)cc1,0.2%,i,0.2,0.2%,7%,i,32,6%,-0.7,1009,13%,-6,19
CCOC(=O)C1(Cc2ccccc2)CCN(Cc2ccc(COC)o2)CC1,-1.4%,i,0.4,0.7%,2%,i,57,11%,3.0,1000,10%,8,9
COCCn1c(-c2cc(OC)c(OC)c(OC)c2)nc2oc3cc(OC)ccc3c(=O)c2c1=O,1.4%,·,·,·,4%,i,39,·,1.1,1265,8%,·,·
O=C(O)c1ccc(-n2cccn2)c([N+](=O)[O-])c1,1.1%,i,0.4,1.4%,-2%,i,51,-13%,0.1,1533,6%,6,12
CCOC(=O)C1(Cc2cccc(F)c2)CCN(Cc2cnc(C)s2)CC1,-1.3%,i,0.3,-1.5%,9%,i,56,3%,0.5,980,-5%,10,5
COc1ccccc1N1CCN(CCOc2c(OC)cccc2OC)CC1,0.2%,i,1.3,1.7%,5%,i,18,8%,·,·,6%,4,-1
COc1ccc(C2CC(c3ccccc3OC(=O)/C=C/c3ccccc3)=NN2C(C)=O)cc1 (stereo unspecified),-0.5%,i,1.0,5.6%,-11%,i,19,7%,-0.6,1368,6%,·,·
CNCC(=O)Nc1ccc(Cl)c(C(F)(F)F)c1,0.2%,i,0.7,-1.0%,4%,i,45,-45%,-1.5,1017,18%,17,-3
CC(=O)N1CCC(N2CCN(Cc3ccc(C)cc3)C(CCO)C2)CC1 (stereo unspecified),0.6%,i,0.2,-1.4%,2%,i,62,13%,0.4,1540,14%,-21,6
CSCCC(NC(=O)c1ccc(Cl)cc1Cl)C(=O)OC1CCCCC1=O (stereo unspecified),·,i,0.9,-0.9%,-7%,i,47,6%,·,·,17%,·,·

# Two consecutive records from above, for reference:
SMILES,West Nile antiviral,Myeloid diff MLP,Myeloid diff MLP GFP+ MAC1+ %,RSV CPE inhibition,PhoP inhibition,T cell modulator,T cell modulator vesicle-bound %,MgcRacGAP inhibition,bCat nuc transl,bCat nuc transl cell count 5 µM,SV40 large T antigen,WT yeast gro inh,WT yeast gro inh mutant strain
CC(=O)N1CCC(N2CCN(Cc3ccc(C)cc3)C(CCO)C2)CC1 (stereo unspecified),0.6%,i,0.2,-1.4%,2%,i,62,13%,0.4,1540,14%,-21,6
CSCCC(NC(=O)c1ccc(Cl)cc1Cl)C(=O)OC1CCCCC1=O (stereo unspecified),·,i,0.9,-0.9%,-7%,i,47,6%,·,·,17%,·,·

# Additional structures follow:
SMILES,West Nile antiviral,Myeloid diff MLP,Myeloid diff MLP GFP+ MAC1+ %,RSV CPE inhibition,PhoP inhibition,T cell modulator,T cell modulator vesicle-bound %,MgcRacGAP inhibition,bCat nuc transl,bCat nuc transl cell count 5 µM,SV40 large T antigen,WT yeast gro inh,WT yeast gro inh mutant strain
O=S(=O)(NCCNS(=O)(=O)c1cccs1)c1cccs1,·,i,0.6,2.2%,1%,i,13,0%,·,·,11%,-3,-4
CCCn1c(CCC(=O)O)nc2cc(S(=O)(=O)N(CC)CC)ccc21,0.1%,i,0.2,-0.7%,·,i,37,12%,-0.4,1357,21%,·,·
CC1(C)CCc2cc(CN3CCN(c4ccccn4)CC3)ccc2O1,-1.8%,i,0.4,4.7%,2%,i,24,7%,·,·,7%,·,·
Cc1cc(=O)c2c(C)nn(-c3ccccc3)c2[nH]1,0.0%,i,1.0,0.7%,6%,i,7,5%,1.2,947,1%,12,5
O=C(COc1ccc2c(c1)oc(=O)c1ccccc12)NCC1CCC(C(=O)O)CC1 (stereo unspecified),-0.4%,i,1.8,2.2%,-7%,i,44,-1%,·,·,7%,·,·
COC(=O)C(C)Sc1nc2c(c(-c3ccc(OC)cc3)c1C#N)-c1ccccc1C2=O (stereo unspecified),2.9%,i,0.7,0.9%,·,i,30,6%,·,·,·,·,·
Cc1ccc(Cl)cc1N1CCN(C(=O)C2CCC(=O)N2C(C)C)CC1 (stereo unspecified),·,i,1.8,0.0%,9%,i,22,9%,-2.4,563,-11%,7,-4
CSc1nccn1CC(=O)Nc1ccc(F)cc1,0.4%,i,0.8,0.1%,-4%,i,34,8%,·,·,-1%,37,-7
Cc1ccc(CSc2nnc(SCC(=O)N/N=C/C=C/c3ccccc3[N+](=O)[O-])s2)cc1,0.9%,i,0.6,2.3%,0%,i,28,10%,-1.0,556,25%,16,2
O=C(O)c1cnn(-c2ccccc2)c1C(F)(F)F,0.7%,i,0.3,-1.2%,5%,i,56,-4%,-1.4,1063,7%,-16,5
CCC(C(=O)NC1CCCC1)N(C(=O)c1snc(C(N)=O)c1N)c1ccc(OC)cc1 (stereo unspecified),0.0%,i,0.5,1.0%,13%,i,7,7%,·,·,-3%,·,·
Cc1ccc2nc3c(cc(C(=O)NCCc4ccccc4)c(=N)n3CCCN3CCOCC3)c(=O)n2c1,1.2%,·,·,0.1%,5%,i,42,12%,·,·,-4%,·,·
CCN(C(=O)c1cnc(OC)cc1C(F)(F)F)c1ccc(Cl)cc1,-0.9%,i,0.6,2.8%,5%,i,11,-1%,-2.3,1134,6%,·,·
COc1ccccc1NC(=O)C1C2CCCCC21 (stereo unspecified),·,i,1.1,-0.2%,8%,i,10,3%,-6.8,1031,3%,-14,2
C=CCn1c(=S)[nH]c2cc(C(=O)Nc3ccc(F)cc3)ccc2c1=O,3.3%,i,1.6,3.3%,3%,i,34,2%,·,·,1%,·,·
COc1cccc(C(=O)N/N=C/c2ccc(OC3CSC3)cc2)c1,0.0%,i,0.6,-2.2%,3%,i,24,8%,-3.2,1148,11%,-4,-2
Clc1ccc(-n2ncc3c(NCc4cccs4)ncnc32)cc1,-0.3%,i,1.6,0.5%,31%,i,10,-1%,·,·,14%,13,2
CN(c1ccc(F)cc1)S(=O)(=O)c1ccc(Cl)c(C(=O)Nc2ccc3c(c2)CCC3)c1,-0.1%,i,0.8,?,3%,i,76,6%,-1.6,1119,6%,-1,-6
CCN(CC)CCCn1c(=S)[nH]c2cc(OC)c(OC)cc2c1=O,-0.2%,i,0.9,-1.5%,11%,i,13,23%,2.4,1128,15%,27,-4
CCCOc1ccc(C(=O)CCNc2cccc(Cl)c2)cc1,-0.6%,i,0.3,6.3%,-12%,i,24,1%,1.4,541,9%,11,6
CCc1ccc(OCCNC(=O)c2ccccc2SCc2ccc(F)cc2)cc1,·,i,2.1,13%,4%,i,16,6%,0.9,1338,-1%,-7,6
CCOc1cc(/C=C/c2nc3cc(C)c(C)cc3s2)ccc1OCC(=O)N1CCOCC1,-1.6%,i,0.4,15%,7%,i,48,7%,-0.6,474,4%,-1,-26
COc1ccc(NC(=O)CC2C(=O)N(c3ccccc3)C(=O)N2Cc2ccco2)cc1 (stereo unspecified),-0.5%,i,0.3,5.9%,1%,i,22,8%,-0.9,1087,3%,-4,14
COc1ccc(-c2nnc(-c3ccc(N)cc3)o2)cc1,0.1%,i,1.9,-0.2%,3%,i,28,11%,·,·,4%,20,-5
CCCNc1cc(=O)n(C)c(=O)n1C,0.1%,i,1.1,0.9%,-1%,i,31,8%,-4.2,1017,23%,11,4
Cc1ccc(-n2c(-c3ccncc3)nnc2-c2ccco2)cc1,-0.2%,i,0.5,0.8%,11%,i,32,4%,0.5,1163,1%,-6,-3

# The order is random, and some 3.6% of all compounds hit somewhere here.
